hcGAS lum = human cGAS inhibition; Q8N884; recombinant h-cGAS, ATP depletion, Kinase-Glo luminescence; inhibition, % at 12.5 µM; 290,000 compounds, 0.081% hits; AID 1259398;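 further: 0% = vehicle reaction and 100% = reaction without DNA for no activity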
Target sequence (Q8N884 whole entry, looked up): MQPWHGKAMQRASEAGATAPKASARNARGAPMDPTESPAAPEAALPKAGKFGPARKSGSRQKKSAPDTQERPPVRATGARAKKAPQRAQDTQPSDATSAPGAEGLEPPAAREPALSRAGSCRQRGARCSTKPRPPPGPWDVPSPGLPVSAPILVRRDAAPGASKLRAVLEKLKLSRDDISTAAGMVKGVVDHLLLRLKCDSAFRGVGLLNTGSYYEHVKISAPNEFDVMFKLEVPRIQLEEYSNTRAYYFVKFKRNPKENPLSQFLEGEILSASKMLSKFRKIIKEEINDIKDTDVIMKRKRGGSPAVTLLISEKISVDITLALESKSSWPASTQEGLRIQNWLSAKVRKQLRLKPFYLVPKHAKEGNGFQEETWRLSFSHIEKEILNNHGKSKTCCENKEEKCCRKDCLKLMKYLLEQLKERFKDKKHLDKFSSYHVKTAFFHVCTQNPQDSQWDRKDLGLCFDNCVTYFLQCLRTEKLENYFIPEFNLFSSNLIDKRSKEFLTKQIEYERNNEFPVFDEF
NPYLR7 ag = activates Aedes aegypti NPYLR7 receptor | HEK293T NPYLR7/Galpha15, GCaMP6s calcium fluorescence | activation, % at 10 µM | 270,000 compounds, 0.15% hits | AID 1259423; in the data active means activation above about 40%;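 further: 0% = vehicle and 100% = reference agonist at the receptor; some compounds past the cut are filed as inactive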
mcGAS inh = mouse cGAS inhibition by luminescence; Q8C6L5; recombinant cGAS, Kinase-Glo ATP depletion luminescence; inhibition, % at 12.5 µM; 160,000 compounds, 0.15% hits; AID 1259399;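 further: 0% = negative control wells and 100% = reference inhibitor with no enzyme activity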
* = called active by the depositor; . = not tested or not shown; & = joins results of further samples. Unless noted, no stated cut-off is given here; in the data, active means inhibition above about 40%; inactive means the rest. An unsorted share of the library; any-hit rate near 0.29%.

#	canonical_smiles	mcGAS inh	NPYLR7 ag	hcGAS lum
1	COCCCN(C(=O)Nc1ccc(F)c(F)c1)C1CCN(C)CC1	.	18	-5
2	Cc1nc2nc(C)c(CCC(=O)NC(C)(C)c3noc(C(C)(C)C)n3)c(=O)n2[nH]1	.	1	-5
3	CN(C)c1ccc(NC(=O)c2cccc(F)c2)cc1CN(Cc1ccco1)C(=O)c1ccccc1Cl	1	1	3
4	COc1cc(CN2CCCC(c3nc4ccccc4o3)C2)cc(F)c1O (stereo not given)	-9	4	-8
5	COc1ccc(CC2CCN(S(=O)(=O)c3ccc(OC)cc3)CC2)cc1	2	5	4
6	CC(C)CC(C)OCCC(=O)NC1(C#N)CCOCC1 (stereo not given)	.	8	-5
7	CC(=O)N1CCN(C(=O)CS(=O)(=O)C23CC4CC(CC(C4)C2)C3)CC1	.	1	5
8	CCn1nc(C)c(NC(=O)Nc2cc(F)c(OC)c(F)c2)c1C	.	-5	-7
9	Cc1noc(CSCc2nc(CC(C)C)nn2-c2ccccc2)n1	.	12	-4
10	Cc1cnc2n(c1=O)C(CC(=O)NCc1cccs1)CS2 (stereo not given)	.	-1	2
11	O=C(NC1CCN(Cn2c(=O)oc3ccccc32)CC1)c1ccccc1	-2	-6	1
12	COc1ccccc1CC(=O)N1CCCC(CO)(CCOc2ccccc2)C1 (stereo not given)	.	5	-6
13	O=C1CC(c2ccncc2F)c2c(n[nH]c2-c2ccc(Cl)cc2)N1 (stereo not given)	.	21	-11
14	NCCNCCNCCN	.	-1	6
15	CCOc1ccccc1C(=O)N1CCC(OC)c2ccccc2N(C)C(=O)C1 (stereo not given)	-6	3	1
16	COc1ccc(-c2cnc3c(NCc4cc(OC)c(OC)c(OC)c4)nccn23)cc1	-3	-4	-9
17	CCN(CC)CCN(C(=O)c1cc(Cl)sc1Cl)c1nc2cc3c(cc2s1)OCCO3	-6	-5	-2
18	Cc1ccccc1Oc1cc(C(C)C)nc(SCc2ccc(C(F)(F)F)cc2)n1	-3	23	0
19	Cc1cn2c(=O)c(C(=O)Nc3ncccc3C)cnc2s1	.	2	-7
20	C=CCNC(=O)N1CCC(c2nc(C)ccc2C(=O)N2CCN(C3CCCCC3)CC2)CC1	-3	.	-2
21	COc1ccc(OCc2cc(C(=O)NCc3cccc(F)c3)no2)c(Cl)c1	.	12	-5
22	Cn1cc(C(=O)Nc2cccc(C(F)(F)F)c2)c2[nH]c(=O)n(-c3ccc(Cl)cc3)c(=O)c21	.	3	-1
23	Cc1[nH]n(-c2ccccc2)c(=O)c1C1=C([n+]2ccccc2)C(=O)N(c2ccc3c(c2)OCO3)C1=O	-9	-4	-11
24	Cc1cc(C)c(NC(=O)CSc2nc(=O)n(Cc3ccncc3)c3c2CCC3)c(C)c1	-10	-2	-8
25	Cc1c(C)[n+](=O)c2cc(Cl)c(Cl)cc2n1[O-]	.	-13	-2
26	CC(C)(C)c1cnc(C(=O)NCc2cc(C(N)=O)no2)o1	.	1	-6
27	O=C(NCCCn1ccnc1)c1cn(Cc2ccc(F)cc2Cl)nn1	-5	2	-7
28	CSc1ccc(CN2CCCC(Nc3ccc4c(c3)OCCO4)C2)cc1 (stereo not given)	.	17	-6
29	O=C(NCc1cc(C2CC2)n[nH]1)C1CCC(=O)N(CCc2ccccn2)C1 (stereo not given)	.	5	-9
30	CN(Cc1cccs1)C(=O)CN1CCN(C(=O)c2ccccc2)CC1	.	-3	2
31	Cc1cc(C(=O)N(CC2CCN(CCc3ccccc3C)CC2)C2CCCC2)nc(N)n1	.	11	-11
32	CCCSc1ncccc1C(=O)Nc1ccc(C(C)C)cc1	-3	-5	-9
33	CC(C)n1cc(C(=O)N(CCN(C)C)CC2CCCN(Cc3ccccc3F)C2)cn1 (stereo not given)	.	4	-7
34	COCCN(CC(N)=O)C(=O)Cc1coc2cc(OC)ccc12	.	14	-10
35	CCNC(=O)[C@@H]1C[C@@H](N)CN1C(=O)C1=Cc2ccccc2OC=C1	-8	5	-7
36	CCOc1cc(C2NC(=O)N(C)C(C)=C2C(=O)OC2CCCC2)cc(Br)c1O (stereo not given)	-7	10	-3
37	CC[C@H](C)C(=O)NC(c1ccc(S(C)(=O)=O)cc1)c1cccc(N(C)C)c1 (stereo not given in full)	-6	-4	-6
38	COc1ccccc1CNC(=O)N1CCN(c2c3c(nc4ncnn24)CCCC3)CC1	-7	21	-2
39	CN1C[C@@H](NC(=O)c2cccc(F)c2)C[C@H]1C(=O)NCCCc1ccccc1	.	0	-5
40	O=C(CN1CCCC1)N1N=C(c2ccsc2)CC1c1cccs1 (stereo not given)	.	9	-8
41	CCc1nc2ccc(C(=O)Nc3cc(-c4ccccc4)ccc3OC)cn2c1N(C)CCC(C)C	-3	-4	-5
42	CCc1ccc(-c2nccn2Cc2ccc3c(c2)n(C)c(=O)n3C)nc1	-14	.	-5
43	CCc1nc2n(n1)C(=O)C(C(c1ccco1)N1CCOCC1)S2 (stereo not given)	-8	-5	-10
44	Cc1cc(N2CCCN(Cc3ccc(C4CCCCO4)o3)CC2)ccn1 (stereo not given)	-16	0	-5
45	CCC(C)N(Cc1ccc(OS(=O)(=O)c2cccc(C(F)(F)F)c2)cc1)C(=O)c1ccccc1Br (stereo not given)	-6	17	-5
46	CC(C)c1nnc(-c2cc3ccccc3n2CC(=O)Nc2ccc3c(c2)OCO3)o1	-12	15	-6
47	CCCCCCCCCCCCS(=O)(=O)CCS(=O)(=O)CCC(=O)OC	-7	11	-7
48	CN(Cc1ccc(Cl)s1)C(=O)CN1C(=O)N(C)C2(CCCCC2)C1=O	.	0	-10
49	Cc1nc(SCC(=O)Nc2ccc3c(c2)OC2(CCCCC2)O3)n[nH]1	.	1	-6
50	Cc1cccc(N2CCN(C(=O)c3cn(-c4ccc(C#N)cc4)cn3)CC2)c1	0	1	0
51	CCOC(=O)c1c(NC(=O)c2onc(C)c2Cl)sc(C(C)=O)c1C	-3	2	-9
52	Cc1ccc(C(=O)NCc2cccc(CN(C)C)c2)cc1F	.	7	-15
53	Cc1cccc(CC(=O)Nc2c(C)nc3ccccn3c2=O)c1	.	2	-2
54	c1ccc2c(c1)oc1c(C3NCCc4[nH]cnc43)cccc12 (stereo not given)	-9	19	-5
55	CC1(C)CC2CC(C)(CN2S(=O)(=O)c2cc(Br)ccc2Br)C1 (stereo not given)	.	-3	-3
56	Cc1ccccc1-c1nnc(SC(C)C)n1C	.	-5	-19

Record cards, as listed above. Screens in order: mcGAS inh	NPYLR7 ag	hcGAS lum
Record of CC1(C)CC2CC(C)(CN2S(=O)(=O)c2cc(Br)ccc2Br)C1 (stereo not given) = .	-3	-3
Record of Cc1nc(SCC(=O)Nc2ccc3c(c2)OC2(CCCCC2)O3)n[nH]1 = .	1	-6
Record of Cc1cccc(CC(=O)Nc2c(C)nc3ccccn3c2=O)c1 = .	2	-2
Record of Cc1ccccc1-c1nnc(SC(C)C)n1C = .	-5	-19
Record of CCOC(=O)c1c(NC(=O)c2onc(C)c2Cl)sc(C(C)=O)c1C = -3	2	-9

Next part:
#	canonical_smiles	mcGAS inh	NPYLR7 ag	hcGAS lum
57	COc1cc(-c2nc(C=Nc3cccc(F)c3)c(O)o2)cc(OC)c1OC	-4	-5	-4
58	Cc1cccc(N2CC(C)Cn3c2nc2c3c(=O)n(CCN3CCOCC3)c(=O)n2C)c1 (stereo not given)	.	-4	-7
59	Cc1cc(CN2CCN(Cc3cc4c(cc3O)OCO4)CC2)no1	-8	-2	-7
60	COc1ccccc1Cc1nc2c(c(N3CCOCC3)n1)CN(S(=O)(=O)c1c(C)cc(C)cc1C)CC2	-5	13	-6
61	CCn1cc(S(=O)(=O)N2CCCc3cccc(NC(C)=O)c32)cn1	.	14	-8
62	COc1ccc(-c2nc3nc(-c4ccc(OC)cc4OC)cc(C(=O)O)c3[nH]2)cc1	-11	5	-6
63	CCC1CCC2(CC1)NC(=O)N(CC(=O)Nc1ccnn1C(C)C1CC1)C2=O (stereo not given)	-3	3	-1
64	C=CCOC1CCCN(C(=O)c2ccc([N+](=O)[O-])cc2)C1 (stereo not given)	-5	-1	-8

Screen by screen, quoted from above:
Compounds 57 to 64 in NPYLR7 ag read -5, -4, -2, 13, 14, 5, 3, -1

(more compounds)
#	canonical_smiles	mcGAS inh	NPYLR7 ag	hcGAS lum
65	CSc1nc2nc(C)cc(C)n2n1	.	2	-8
66	CC(=Nn1c(-c2ccc(OC(F)F)cc2)csc1=NC(C)C)c1ccc(-n2ccnc2)cc1	.	-1	-5
67	CCOC(=O)c1[nH]ncc1CN1CCN(Cc2ccc(C)cc2)C(CCO)C1 (stereo not given)	-13	9	-11
68	O=C(CCN1C(=O)COc2ccccc21)NCC(=O)Nc1ccccc1Br	-2	2	1
69	C=CC1=C(C(=O)O)N2C(=O)[C@@H](NC(=O)C(=NOCC(=O)O)c3csc(N)n3)[C@H]2SC1	.	-4	21
70	COCCOc1nc(-c2ccc(C(F)(F)F)cc2)n(-c2cccc(NC(=O)Nc3ccc(F)cc3F)c2)n1	-3	-2	-2
71	Cc1cc(=O)[nH]c(NCCn2cc(C(C)c3ccccc3)nn2)n1 (stereo not given)	.	7	-7
72	CC1(C)CN=C(N2CCN(c3nc(-c4ccccn4)nc4c3CCC4)CC2)S1	-1	0	5
73	CCOC(=O)CCc1c(C)nc2ncnn2c1N1CCN(C(=O)C2C[C@H]2c2ccccc2)CC1 (stereo not given in full)	-8	.	-8
74	Cc1ccc(S(=O)(=O)N(C)C)cc1NC(=O)C1CCCC1	-5	5	-10
75	CCCC(O)CN1CCC(=O)N(C(C)C)Cc2ccccc21 (stereo not given)	-5	-1	-3
76	COc1nc(-c2ccc(C(F)(F)F)cc2)n(-c2cccc(NC(=O)C3CCC3)c2)n1	-4	0	-1
77	COc1ccc(C2c3cccn3CCCN2Cc2cc([N+](=O)[O-])ccc2OC)cc1 (stereo not given)	.	-2	-4
78	COc1cc(OC)cc(C(=O)N2CCN(c3cc(S(=O)(=O)N(C)CCc4ccc(OC)c(OC)c4)ccc3OC)CC2)c1	1	6	1
79	O=C(Nc1ccncc1)c1cccnc1Sc1ccc(Br)cc1	-6	15	-13
80	CCOC(=O)c1c(C)cc(O)c(C)c1O	-4	-9	-2
81	NC(=O)C1CC2(NC(=O)NC2=O)c2cc(F)ccc2O1 (stereo not given)	.	-24	-1
82	COc1ccc(CCN(Cc2ccc(C)s2)C(=O)CN(C(=O)Nc2cc(C(F)(F)F)cc(C(F)(F)F)c2)C2CC2)cc1OC	-3	-9	-8
83	CC(=O)NCc1ccc(S(=O)(=O)N2CCc3cnccc32)s1	.	4	3
84	COCC(=O)n1nc(-c2ccccc2)nc1NCc1ccc(N(C)C)cc1	.	20	-12
85	CCCc1cnc2c(c1SCC(=O)N(C)c1ccccc1)c(=O)n(C)c(=O)n2C	-10	13	-9
86	CCOc1ccccc1N1CCN(C(=O)OC)CC1	-5	-3	-4
87	CC(C)N(C(=O)C1CC(=O)N(CC(F)(F)F)C1)c1ccccc1 (stereo not given)	-17	-2	-9
88	c1cncc(NCCCNC2CCSC2)c1 (stereo not given)	.	14	-10
89	C=CCN1CC(c2nc3ccccc3n2CCOc2ccc(Cl)cc2)CC1=O (stereo not given)	-6	5	-8
90	COc1ccc(C2=C/C(=C3\c4ccccc4-c4ncccc43)C(=O)O2)cc1	.	6	-7
91	Cc1nc(-c2cccnc2)nc(NC2CCN(c3cnn(C)c3)C2)c1C (stereo not given)	.	1	-7
92	Cc1cccc(N2CCN(C(=O)C34CC5CC(CC(C5)C3)C4)CC2)c1	-3	4	3
93	COCCCN(Cc1c(-c2ccc(F)cc2)noc1N1CCN(C)CC1)C(=O)NC(C)C	-8	.	-3
94	COc1ccc(OC(F)(F)F)cc1CC1(C)C(=O)Nc2ccc(-c3ccccc3OC)cc21 (stereo not given)	-2	2	1
95	Cn1c(=O)[nH]c(=O)c2c1nc(N(CCO)Cc1ccccc1)n2CCCc1ccccc1	-4	-10	-3
96	Cc1ccc(SCc2csc(Cc3ccc(F)cc3Cl)n2)c(C)c1	-9	3	-9
97	CCN(CC)S(=O)(=O)c1ccc(N=Nc2c(C)nn(-c3ccccc3)c2N)cc1	.	-11	-3
98	CC(=O)Nc1ccc(S(=O)(=O)Oc2ccc(CN(Cc3ccco3)C(=O)c3ccccc3Cl)cc2)cc1	-1	0	-2
99	O=C(Nc1nccs1)C1CC(=O)N(c2ccccc2)C1 (stereo not given)	-3	7	-5
100	CN(C)C=Nc1c(C(C#N)=C(C#N)C#N)c(=O)n(C)c(=O)n1C	.	10	-3
101	CC(c1ccccc1)N1CCN(S(=O)(=O)c2c(F)cccc2F)CC1 (stereo not given)	-5	7	-4
102	Fc1cccc(-c2cc(N3CCN(Cc4cccnc4)CC3)n3nccc3n2)c1	-4	-7	-3
103	COc1cccc(Oc2cc(C(C)C)nc(SCc3cccc(F)c3)n2)c1	9	1	-3
104	CCOC(=O)CNC(=O)c1ccc(-c2n[nH]c3c2CCc2cc(OC)ccc2-3)cc1	-6	.	-5
105	O=S(=O)(NCC1(N2CCOCC2)CCCCC1)c1ccc2c(c1)CCCC2	.	4	-1
106	CCOC(=O)C1CCCN(C(=O)c2csc(COc3ccc([N+](=O)[O-])cc3)n2)C1 (stereo not given)	-5	-1	-4
107	Cn1c(=O)c2c(nc(Br)n2CCSc2nc3ccccc3o2)n(C)c1=O	-7	.	-9
108	C=CCN(Cc1ccccc1OC)C(=O)c1cnc(N2CCN(C)CC2)nc1C	.	17	-10
109	CSc1ncccc1C(=O)N1CCC(CCC(=O)NCc2ccc(F)cc2)CC1	-3	15&26	-4&0
110	CSc1ccc(CNC(=O)C2CCC(=O)N(Cc3ccccn3)C2)cc1 (stereo not given)	.	4	-10

Screens as filed in PubChem.
